GAA850 FXN act: activators of GAA850 frataxin (FXN) promoter | actives 0.56% (n = 360,000) | activation, % at 6 µM | HEK293 lucGAA850 FXN promoter luciferase reporter, 24 h; percent of 10 µM SAHA response;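 active = activation above the average of all compounds screened plus 3 SD, cutoff fixed separately per campaign, cut at about 7.5% in these data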;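 also: 0% = DMSO wells and 100% = 10 µM SAHA wells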
DAX1 inh-1: blocks DAX1 repression of SF-1 activated StAR promoter; HEK293T StAR-luciferase reporter, SF-1/DAX-1 repression relief; inhibition, % at 6.8 µM; actives 1.1% (n = 370,000); AID 652010;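 active = inhibition above the mean over all tested compounds plus 3 SD, cut at about 3.6% in these data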;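 also: 0% = DAX-1 cells with DMSO and 100% = cells lacking DAX-1 with DMSO; higher inhibition means more luminescence from relief of DAX-1 repression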
DAX1 inh-2: inhibits human nuclear receptor DAX1 | inhibition, % at 6.75 µM | P51843 | actives 0.99% (n = 340,000) | HEK293 Gal4-DAX1 luciferase reporter, luminescence | AID 504766;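 active = inhibition above the mean over all tested compounds plus 3 SD, cut at about 4.2% in these data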;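 also: 0% = DAX1-transfected cells with DMSO and 100% = empty-vector control cells with DMSO; inhibition shows as a rise in luminescence from relieved DAX1 repression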
Target sequence (P51843 207-470 limits assumed): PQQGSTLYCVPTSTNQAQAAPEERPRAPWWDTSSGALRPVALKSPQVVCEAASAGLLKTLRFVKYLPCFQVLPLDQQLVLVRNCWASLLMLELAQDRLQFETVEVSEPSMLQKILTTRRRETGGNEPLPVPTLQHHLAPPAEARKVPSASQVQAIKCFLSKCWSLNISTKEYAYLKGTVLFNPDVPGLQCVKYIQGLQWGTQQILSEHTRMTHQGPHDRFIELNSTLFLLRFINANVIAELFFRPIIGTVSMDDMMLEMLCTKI
NPR1 activator: GC-A (human) enzyme activation; P16066; AID 1671463; actives 0.14% (n = 370,000); activation, % at 10 µM; HEK293 GC-A cells, cGMP TR-FRET, EC30 ANP; 0% at EC30 ANP, 100% saturating ANP; in the data active = activation above about 40%
sPLA2-III inh: Blocks human group III sPLA2 activity; inhibition, % at 12.2 µM; QFRET BODIPY PC-A2 liposome hydrolysis, fluorescence; AID 743126; actives 0.56% (n = 370,000); Q9NZ20;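 active = inhibition above mean plus 3 SD of compounds lying within the high and low control bounds, cut at about 19% in these data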;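 also: 0% = median of test compound wells and 100% = no enzyme DMSO wells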
Target sequence (Q9NZ20 whole entry, looked up): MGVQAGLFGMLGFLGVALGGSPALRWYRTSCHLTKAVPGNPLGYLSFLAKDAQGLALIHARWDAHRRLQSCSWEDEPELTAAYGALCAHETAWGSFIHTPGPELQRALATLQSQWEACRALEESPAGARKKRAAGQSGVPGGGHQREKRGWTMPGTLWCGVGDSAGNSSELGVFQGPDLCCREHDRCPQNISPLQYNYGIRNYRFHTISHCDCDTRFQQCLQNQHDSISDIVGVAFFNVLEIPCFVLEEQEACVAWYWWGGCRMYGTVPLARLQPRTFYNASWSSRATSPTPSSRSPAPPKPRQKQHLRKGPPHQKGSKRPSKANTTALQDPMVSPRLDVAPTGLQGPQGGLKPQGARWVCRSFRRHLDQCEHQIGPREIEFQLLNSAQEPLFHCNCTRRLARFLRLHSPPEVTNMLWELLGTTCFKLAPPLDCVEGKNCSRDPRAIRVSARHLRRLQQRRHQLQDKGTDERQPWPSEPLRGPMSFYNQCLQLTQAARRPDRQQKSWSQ
KLK7 zymogen act: proKLK7 (human) activation, primary screen; purified proKLK7, EDANS-DABCYL substrate fluorescence; 100% is mature enzyme control, 0% vehicle; activation, % at 7 µM; actives 0.9% (n = 370,000);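 active = activation above the mean of all tested compounds plus 3 SD, computed per campaign excluding outliers beyond control limits, cut at about 13% in these data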
Target sequence (P49862 whole entry, looked up): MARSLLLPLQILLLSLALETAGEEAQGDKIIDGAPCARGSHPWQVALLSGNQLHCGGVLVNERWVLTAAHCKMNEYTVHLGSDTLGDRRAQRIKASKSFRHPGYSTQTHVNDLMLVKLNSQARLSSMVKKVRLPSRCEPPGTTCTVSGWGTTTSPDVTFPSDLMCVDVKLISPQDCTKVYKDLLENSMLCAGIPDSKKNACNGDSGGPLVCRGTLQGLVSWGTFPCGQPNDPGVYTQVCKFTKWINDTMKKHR
hcDAF12 agonist: activators of H. contortus DAF-12 nuclear receptor. HEK293 hcDAF-12 lit1-tk-luc reporter, luminescence; 0% DMSO, 100% Δ7-dafachronic acid. activation, % at 6.8 µM. actives 1.4% (n = 370,000);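 active = activation above the mean of all tested compounds plus 3 SD, cut at about 5.5% in these data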;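 also: 100% = response to 3 µM Δ7-dafachronic acid high control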
ssDAF12 agonist: S. stercoralis DAF-12 activation, primary screen. activation, % at 6.8 µM. HEK293 ssDAF-12/GRIP1 lit1-tk-luc reporter, luminescence; % of 3 µM dafachronic acid response. actives 1% (n = 370,000);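 active = activation above the mean over all tested compounds plus 3 SD, cut at about 0.9% in these data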;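 also: 0% = DMSO-only wells and 100% = 3 µM delta7-dafachronic acid wells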
GC-B act: GC-B (human) receptor activation; HEK293-GC-B cells, CNP EC30, cGMP TR-FRET; 0% at EC30 CNP, 100% saturating CNP; activation, % at 10 µM; actives 0.11% (n = 370,000); AID 1920062;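 active = activation at 10 µM reaching about 35% in either raw or pattern-adjusted values, limit read from the data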
hgDAF12 agonist: activates the H. glycines DAF-12 receptor ligand-binding domain | actives 1.8% (n = 370,000) | HEK293 GAL4-hgDAF12 UAS-luciferase reporter, agonist luminescence; normalized to butyrate control | activation, % at 6.8 µM;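 active = activation above a cutoff set at the mean of all screened compounds plus 3 SD, cut at about 10% in these data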;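 also: 0% = DMSO wells and 100% = sodium butyrate wells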
SMARCA2 act: increases SMARCA2 function in MMTV reporter cells | activation, % at 9.1 µM | MG213 cells, MMTV-luciferase reporter, dexamethasone, overnight | actives 1% (n = 370,000); in the data active = activation above about 7.8%;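 also: 0% = vehicle wells and 100% = reference activator wells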
* hit, by the source's call; x = no result given.

SMILES	GAA850 FXN act	DAX1 inh-1	DAX1 inh-2	NPR1 activator	sPLA2-III inh	KLK7 zymogen act	hcDAF12 agonist	ssDAF12 agonist	GC-B act	hgDAF12 agonist	SMARCA2 act
CN(C)c1nc(N)nc(CSc2nnnn2-c2cccc3ccccc23)n1	3.8	-1.0	-0.9	3	2	0.3	-1.7	-1.0	-5	-3.0	-4
CC1Cc2ccccc2N1C(=O)COC(=O)Cn1cnc2ccccc2c1=O (stereo unspecified)	-1.4	0.1	-0.1	-5	-1	0.2	-0.9	-1.4	-3	-1.4	-2
COc1ccccc1CC(NC(C)=O)C(=O)NC1CCN(S(=O)(=O)c2ccccc2)CC1 (stereo unspecified)	0.3	-0.1	-0.5	3	0	0.1	0.5	-1.0	4	-1.5	0
CC(=O)Nc1cccc(-c2nc3ccccc3[nH]2)c1	0.0	-0.3	2.3	4	-1	0.2	-1.8	-1.3	-5	-3.6	0
CCNC(=S)Nc1ccc2c(c1)c(=O)n(C)n2Cc1cccc(C(F)(F)F)c1	0.4	-0.7	x	3	-5	20*	-1.1	-1.5	6	-3.4	-4
CCOc1ccc2nc(COC(=O)c3ccncc3)c(C(=O)c3ccccc3)[n+]([O-])c2c1	-0.7	-0.6	x	0	-2	0.0	-0.4	-1.3	4	-0.8	2
O=C(NCc1ccccc1)c1ccc2c(c1)C(=O)N(CC1CCCO1)C2=O (stereo unspecified)	0.9	-0.5	0.2	1	6	-0.4	2.8	-0.6	-4	-0.8	1
Fc1ccc(N2CCN(c3nnnn3-c3ccccc3)CC2)cc1	3.4	-0.2	2.4	1	17	0.2	-2.5	-1.9	0	-1.0	-2
CCCCN(CCCC)Cc1cc(=O)oc2cc(C)cc(C)c12	x	0.6	x	-1	9	0.0	2.4	-0.4	-4	-0.2	-3
CCN1C/C(=C\c2cc(OC)c(OC)c(OC)c2)C2=NN(c3ccccc3)C(c3cc(OC)c(OC)c(OC)c3)C2C1 (stereo unspecified)	1.1	-2.0	-0.8	-2	-1	-8.0	-0.9	-1.0	-1	-0.6	-3
CCN(CC)S(=O)(=O)c1ccc(N2CC(C(=O)NCc3ccc4c(c3)OCO4)CC2=O)cc1 (stereo unspecified)	0.2	-2.8	0.4	-1	-2	0.0	-1.7	-0.6	5	-3.5	-3
CC1CCN(C(=O)Cn2cnc3c2c(=O)n(C)c(=O)n3C)c2ccccc2S1 (stereo unspecified)	1.4	-0.7	-1.0	-4	3	0.3	-0.3	-1.4	-2	-1.8	-1
Cc1ccc(N2C(=O)CC(Sc3cccs3)C2=O)cc1 (stereo unspecified)	0.0	-0.5	0.5	-4	7	0.5	-0.4	-1.6	-1	3.5	-4
Cc1ccc(OCCOCCN2CCN(C)CC2)c([N+](=O)[O-])c1	0.9	-0.6	-0.9	1	0	0.0	0.3	-1.0	0	0.9	0
CSc1ccc(CN(C)C(=O)c2cc3ccccc3o2)cc1	3.2	-0.1	0.0	4	-3	0.2	1.1	-1.5	0	-1.4	-1
CCOC(=O)n1c(=O)n(Cc2ccc(OC)cc2)c2ccccc21	-2.5	-0.3	1.4	15	0	-0.2	-0.8	-1.3	6	-0.8	-1
O=C(NCc1cccs1)c1ccccc1	-1.1	0.5	1.6	4	3	-0.3	0.0	-1.5	2	1.9	-1
COc1ccc(S(=O)(=O)Cc2ccc(C(=O)N3CCN(c4cc(Cl)ccc4C)CC3)o2)cc1	-0.4	0.1	0.6	-2	-26	0.0	0.9	-1.4	-1	0.5	0
COc1cc(CN2C[C@@H](CO)O[C@@H](n3cnc4c(NC5CCC5)ncnc43)C2)cc(OC)c1OC	-0.3	0.2	x	-6	3	0.1	-0.9	-1.1	-3	2.6	-4
O=C(COC(=O)/C=C/C(=O)OCC(=O)Nc1ccccc1F)Nc1ccccc1F	0.1	-0.1	0.7	-2	0	-0.1	-2.0	-1.5	-11	-1.1	-2
O=C1N[C@@H](Cc2ccccc2)C(=O)N1CCN1CCOCC1	-1.3	-0.2	-0.4	5	6	-0.1	-0.8	-1.6	8	-1.6	-1
Brc1ccccc1C1=Nn2c(nnc2-c2ccco2)SC1	-0.4	0.4	0.5	5	-13	-0.6	0.7	-1.4	5	-1.1	1
CCOC(=O)Cn1c(=NC(=O)c2cccs2)sc2cc(C(=O)OC)ccc21	2.9	1.2	0.3	8	10	-0.1	4.8	-1.0	-4	8.7	2
Cc1nc(N2CCOCC2)c2c(C)c(C(=O)Nc3ccccc3C(F)(F)F)sc2n1	1.1	0.4	-0.4	0	6	1.2	-4.0	-1.9	-2	-2.7	1
O=C(COC(=O)C1CCN(S(=O)(=O)c2ccc3c(c2)OCCO3)CC1)NC1CCS(=O)(=O)C1 (stereo unspecified)	1.0	0.5	-0.2	2	8	0.3	-1.1	-0.6	4	-1.2	-1
CC1(C)CC2CC(C)(CN2CC(=O)C(C#N)c2ccccc2)C1 (stereo unspecified)	-2.0	-0.1	0.5	0	3	0.2	-0.1	-1.1	-1	-1.0	2
CCCNC(=O)C12CCC(C)(C(=O)O1)C2(C)C (stereo unspecified)	-0.3	-0.1	x	2	-1	0.4	-0.5	-0.1	0	0.1	4
Nc1nnc(CC2=CCCCC2)s1	0.1	0.0	3.1	-2	6	-0.4	-0.4	-0.9	3	2.0	-4
COC(=O)C1C(=O)C=C(Nc2ccc(F)cc2F)CC1c1ccc(OC)cc1 (stereo unspecified)	0.9	0.6	-0.6	-7	-6	0.2	-1.0	-0.7	-7	2.9	0
CCN(CC)CCCNC(=O)c1ccc(Cl)c(S(=O)(=O)Nc2ccccc2OC)c1	1.8	0.2	-0.5	8	3	-0.5	0.5	-1.8	3	0.1	1
C#CCOCCOCCOCCNc1nc(N2CCN(C(=O)[C@H](CCCCN)n3cc([C@@H](N)[C@H](C)CC)nn3)CC2)nc(N2CCN(C(=O)[C@H](CCC(=O)O)n3cc([C@@H](N)CCCCN)nn3)CC2)n1	-1.4	-0.3	0.4	1	0	-0.6	-0.4	-0.7	3	3.4	0
CCCCn1c2nc3ccccc3nc2c2c(=O)n(CCC(C)C)cnc21	1.5	0.3	0.2	17	1	-0.4	1.3	-1.6	9	-0.6	0
CCOc1ccc(-n2cc(C(=O)N3CCC(C)CC3)c3cc(OC)c(OC)cc3c2=O)cc1	-1.4	-0.7	-0.7	15	-5	0.0	-2.7	-0.5	15	-3.8	0
COc1ccc(-n2c(C)cc(/C=N/Nc3nc(N4CCOCC4)nc(N4CCOCC4)n3)c2C)cc1	1.2	-1.2	-1.1	2	-7	-0.5	-2.1	-1.3	7	-3.9	-1
COc1ccc(NC(=O)NC(C)(C(F)(F)F)C(F)(F)F)cc1	-1.7	-0.6	0.1	0	-7	-0.1	-1.8	-1.0	-1	0.1	0
c1ccc(CN2CCN(C3=Nc4cccc5cccc3c45)CC2)cc1	2.6	0.5	0.1	0	8	1.0	0.6	-1.1	-10	4.4	7
CCN(CC)c1ccc(/C=C2/SC(=O)N(C(C)C)C2=O)o1	8.0*	-0.6	1.0	16	-12	0.7	-4.2	-1.7	0	-2.8	7
COc1ccccc1NC(=O)CN1CCN(c2ccc(F)cc2)CC1	4.6	0.4	-0.5	-3	1	-0.2	-1.1	-1.7	1	-3.8	-2
Clc1ccc(-c2ccc(CNCc3ccccn3)o2)cc1	1.7	0.2	2.1	-47	0	0.4	-1.7	-0.4	-20	3.4	4
Cc1cc(NS(=O)(=O)c2ccc(NC(=O)CSc3nnc(SCc4ccc(F)cc4)s3)cc2)nc(C)n1	x	0.0	x	1	-29	-0.2	0.9	-1.3	8	1.2	-5
CCCCn1nnnc1C(c1cc2ccccc2o1)N(C)Cc1ccc(Cl)c(Cl)c1 (stereo unspecified)	x	-0.9	x	-4	-1	-0.4	-0.9	-1.0	9	4.9	8.8*
COc1ccc(Nc2cc(=O)oc3ccccc23)cc1	-3.3	-2.5	-3.4	2	1	9.6	-2.2	-1.2	-6	0.3	1
CC(NCC(O)c1ccc([N+](=O)[O-])cc1)C12CC3CC(CC(C3)C1)C2 (stereo unspecified)	-1.8	0.1	1.1	-1	3	0.0	-0.2	-1.1	5	-4.4	-4
O=c1/c(=C\c2ccc(O)cc2)sc2n1C(c1ccccc1)C(c1ccccc1)=NN=2 (stereo unspecified)	-2.4	-0.1	0.2	-4	-19	-0.6	-1.4	-1.0	-4	-1.1	2
Cc1ccc(Nc2nc(N)nc(CN3CCCCCC3)n2)c(C)c1	0.4	0.7	-0.6	0	3	0.1	-1.0	-0.7	-2	-0.5	1
O=C(O)c1cccc(-n2c(/C=C/c3ccc([N+](=O)[O-])cc3)nc3ccccc3c2=O)c1	1.5	0.5	-0.6	-3	1	0.5	-1.2	-1.5	-5	-2.0	-2
Cc1ccccc1/C=c1\s/c(=C\C(=O)C(C)(C)C)[nH]c1=O	-2.8	-1.2	0.8	-7	-6	-0.5	-1.0	-1.5	-6	-0.3	-3
Cc1ccccc1OCCOC(=O)c1nc2nccc(C)n2n1	0.0	1.1	0.3	-2	3	-0.1	-0.4	0.1	-1	0.9	-2
COc1ccccc1/C=C1/C(=O)ON=C1C	2.7	-0.4	1.6	24	2	-0.3	0.8	-0.8	1	0.1	-4
Cc1cc(C)n(-c2nc3c(c(=O)[nH]c(=O)n3C)n2CC(C)C)n1	3.5	0.8	0.4	-1	-3	0.3	0.3	-0.6	-3	1.3	2

Part of the list above in order of SMILES length, largest number first:
SMILES	GAA850 FXN act	DAX1 inh-1	DAX1 inh-2	NPR1 activator	sPLA2-III inh	KLK7 zymogen act	hcDAF12 agonist	ssDAF12 agonist	GC-B act	hgDAF12 agonist	SMARCA2 act
CCN(CC)S(=O)(=O)c1ccc(N2CC(C(=O)NCc3ccc4c(c3)OCO4)CC2=O)cc1 (stereo unspecified)	0.2	-2.8	0.4	-1	-2	0.0	-1.7	-0.6	5	-3.5	-3
CCOc1ccc2nc(COC(=O)c3ccncc3)c(C(=O)c3ccccc3)[n+]([O-])c2c1	-0.7	-0.6	x	0	-2	0.0	-0.4	-1.3	4	-0.8	2
O=C(COC(=O)/C=C/C(=O)OCC(=O)Nc1ccccc1F)Nc1ccccc1F	0.1	-0.1	0.7	-2	0	-0.1	-2.0	-1.5	-11	-1.1	-2
COC(=O)C1C(=O)C=C(Nc2ccc(F)cc2F)CC1c1ccc(OC)cc1 (stereo unspecified)	0.9	0.6	-0.6	-7	-6	0.2	-1.0	-0.7	-7	2.9	0
Cc1ccc(OCCOCCN2CCN(C)CC2)c([N+](=O)[O-])c1	0.9	-0.6	-0.9	1	0	0.0	0.3	-1.0	0	0.9	0
CCCNC(=O)C12CCC(C)(C(=O)O1)C2(C)C (stereo unspecified)	-0.3	-0.1	x	2	-1	0.4	-0.5	-0.1	0	0.1	4
COc1ccccc1/C=C1/C(=O)ON=C1C	2.7	-0.4	1.6	24	2	-0.3	0.8	-0.8	1	0.1	-4
Nc1nnc(CC2=CCCCC2)s1	0.1	0.0	3.1	-2	6	-0.4	-0.4	-0.9	3	2.0	-4

This is a random part of the collection; about 6.7% have a hit in one of these screens.
